# From PubChem BioAssay
# IMPase inh: IMPase inhibition in cells | 120,000 tested, under 10 active | P97697 | AID 901 | CHO-M1 cells, IP1 accumulation, HTRF TR-FRET ratio | inhibition (IP1 accumulation), % at 46.1 µM; active = well fitted curve in the direction sought with a large enough effect in the signal ratio, not every such curve was filed as active; inconclusive = small, poorly fitted or top-dose-only effect, or a change in a side signal; inactive = no such curve, though single readings can be large or run the other way; the % refers to the signal ratio;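 also: cells stimulated with carbachol in lithium chloride buffer; plate controls were DMSO basal wells for no effect and reference inhibitor wells for full effect; higher means more IMPase inhibition seen as more IP1 and lower FRET ratio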
# Target sequence (P97697 whole entry, looked up): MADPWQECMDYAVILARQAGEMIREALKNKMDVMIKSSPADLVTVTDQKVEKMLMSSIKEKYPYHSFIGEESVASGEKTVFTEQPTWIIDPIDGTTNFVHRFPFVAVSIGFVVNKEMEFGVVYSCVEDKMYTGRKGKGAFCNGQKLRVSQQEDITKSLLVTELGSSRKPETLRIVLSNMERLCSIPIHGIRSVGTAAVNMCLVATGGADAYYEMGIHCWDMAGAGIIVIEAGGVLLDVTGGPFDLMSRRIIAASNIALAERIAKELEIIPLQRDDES
#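 Carbachol-driven Gq signalling in CHO-M1 cells (2000/well) generates IP1. Compounds that block IMPase raise IP1 and so reduce the FRET signal from Eu-anti-IP1 and d2-IP1 after a 10 min room-temperature lysis.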
# ALOX12 inhib: 12-hLO (ALOX12) enzyme inhibition; P18054; purified 12-hLO, xylenol orange hydroperoxide absorbance; Potency, µM (titrated, usually from 57.1 µM), for the others: at the top dose activity change, negative = inhibition, actives largely listed as inhibitors; actives 0.12% (n = 150,000); also: potency is read from the fitted curve at half-maximal effect; nearly all actives have a fitted effect of over 55% in size; many of its hits are not listed in these tables
#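 Purified human 12hLO (150 nM), preincubated 15 min with compound, then 40 uM arachidonic acid for 30 min, room temperature, Hepes pH 7.0 with 0.01% Triton X-100. Hydroperoxide detected by ferrous iron/xylenol orange; 573/405 nm absorbance ratio gives reaction progress.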
# ALOX15B inhib: 15-hLO-2 (ALOX15B) enzyme inhibition | Potency, µM (titrated, usually from 57.1 µM), without a hit: top-dose activity change, negative = inhibition, actives largely listed as inhibitors | purified 15hLO-2, xylenol orange hydroperoxide absorbance | actives 0.56% (n = 110,000) | O15296 | AID 881; also: potency is read from the fitted curve at half-maximal effect; nearly all actives have a fitted effect of over 60% in size; many of its hits are not listed in these tables
# Target sequence (O15296 whole entry, looked up): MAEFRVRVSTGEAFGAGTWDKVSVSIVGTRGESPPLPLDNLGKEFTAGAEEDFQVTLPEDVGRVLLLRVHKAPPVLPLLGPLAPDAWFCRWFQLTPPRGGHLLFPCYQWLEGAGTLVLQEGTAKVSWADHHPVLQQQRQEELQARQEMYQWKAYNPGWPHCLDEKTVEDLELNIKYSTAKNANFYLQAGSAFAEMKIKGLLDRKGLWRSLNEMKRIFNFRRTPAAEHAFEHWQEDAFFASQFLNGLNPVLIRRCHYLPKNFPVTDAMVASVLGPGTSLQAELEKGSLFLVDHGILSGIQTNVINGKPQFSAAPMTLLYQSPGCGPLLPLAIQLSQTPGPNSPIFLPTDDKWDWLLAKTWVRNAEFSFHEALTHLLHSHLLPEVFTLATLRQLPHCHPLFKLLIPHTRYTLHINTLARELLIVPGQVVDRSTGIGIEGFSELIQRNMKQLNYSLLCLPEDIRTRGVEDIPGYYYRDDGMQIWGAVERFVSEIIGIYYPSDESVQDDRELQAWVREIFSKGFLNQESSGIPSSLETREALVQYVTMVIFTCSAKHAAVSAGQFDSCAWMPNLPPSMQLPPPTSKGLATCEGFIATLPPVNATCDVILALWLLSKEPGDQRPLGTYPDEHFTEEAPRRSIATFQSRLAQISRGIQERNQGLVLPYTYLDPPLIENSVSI
#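 Purified human 15hLO-2 (50 nM) preincubated 15 min with compound, then 45 uM arachidonic acid for 90 min at RT in 25 mM Hepes pH 7.5, 0.01% Triton X-100. Hydroperoxide detected by Fe-xylenol orange; 573/405 nm absorbance ratio.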
# PNC inhibitor: blocks assembly of the perinucleolar compartment. PC3M PTB-GFP, PNC prevalence imaging, 16 h; stronger effect = lower value. activity change (PNC), negative = inhibition, % at 10 µM. actives 3.1% (n = 140,000). AID 2417;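 active = readout at or below -70, meaning at least 70% loss of cells showing the perinucleolar compartment, a nuclear body marking cancer cells; inconclusive = readout between -30 and a set limit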;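 also: plate controls were DMSO wells for no effect and camptothecin positive control wells for full effect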
#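 Compounds are pinned in duplicate onto adhered PC3M cells stably expressing GFP-tagged PTB and incubated 16 h at 37 C. Cells are then fixed, nuclei stained with Hoechst, and PNC-positive cells counted.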
# Starred values were filed as active, the others as inactive; ? = inconclusive; . = no result given; & = joins results of further samples; [ ] = another dose, or the depositor's remark. Unless noted, calls follow the shape of the dose curve; as a rule, active = well fitted curve in the direction sought with a large enough effect; inconclusive = small, poorly fitted or top-dose-only effect, or another doubt; inactive = no such curve, though single readings can be large; an effect the other way counts as inactive or inconclusive. Unless noted, % is scaled to controls: 0 for no effect and ±100 for the full control effect. Not all compounds are listed; count on the stated rates, not on these rows.
# Results follow in this order: IMPase inh	ALOX12 inhib	ALOX15B inhib	PNC inhibitor
> COc1ccc(NC(=O)c2ccc(C#CC(C)(C)O)cc2)cc1
 : 3	6%	.	-12
> CC(=O)N1CCN(S(=O)(=O)c2ccccc2)C1c1ccccc1 (configuration not stated)
 : 5	0%	-4%	-10
> N#CC1=C(N)SC(N)=C(C#N)C1c1ccoc1
 : ?	-27%	?	?
> N#Cc1cccc(NC(=O)N2CCCC3(CCN(C(=O)c4ccncc4)CC3)C2)c1
 : .	2%	0%	.
> Cc1cccc(N2C(=O)c3cccc4c(N(C)CCO)ccc(c34)C2=O)c1
 : 10	-6%	-7%	14
> CCCCOC(=O)C1C2C=CC3(CN(CCc4ccccc4)C(=O)C13)O2 (configuration not stated)
 : -5	1%	.	?
> C/C(=N\OCC(=O)NCC(F)(F)F)c1cc2ccccc2o1
 : .	-1%	.	-11
> COc1ccc(OC)c(NC(=O)CSc2nnc(-c3ccco3)n2-c2ccc(C(=O)O)cc2)c1
 : 7	-22%	-22%	?
> Cn1c(C(=O)O)c(CC(=O)NCC2COc3ccccc3O2)c2ccccc21 (configuration not stated)
 : -3	-1%	0%	10
> O=C(CSc1ccc2c(c1)OCCO2)NCCc1ccc(Cl)cc1Cl
 : 3	2%	.	?
> COC(=O)c1cc(NC(=O)C2CC2)cc(C(=O)OC)c1
 : -6	-5%	7%	12
> Cn1c(SCc2nn[nH]n2)nc2c1c(=O)n(Cc1ccccc1Cl)c(=O)n2C
 : 2	-2%	-8%	-9
> Cc1ccc(CC2CC(=O)N(c3cc(C)on3)C2=O)cc1 (configuration not stated)
 : 6	-5%	3%	6
> Cc1ccc(S(=O)(=O)CCC(=O)NCc2ccco2)cc1
 : 0	-3%	-11%	-5
> CCN(CC)S(=O)(=O)c1csc(C(=O)OCC(=O)c2ccccc2)c1
 : -6	4%	.	-21
> CCCNC(=O)C(=O)N/N=C/c1cccs1
 : -14	0%	.	?
> COCCOC(=O)c1c(C)oc2ccc(OCc3ccccc3)cc12
 : .	2%	.	-114*
> COCCCNC(=O)c1cc2c(=O)n3cc(C)ccc3nc2nc1NCC1CCCO1 (configuration not stated)
 : ?	2%	.	?
> CC1(C)Cc2c(sc3c2c2ncnn2c2nnc(SCC(=O)NCc4ccco4)n32)CO1
 : 16	8%	1%	-18
> O=C(/C=C/Nc1ccc(Br)cc1F)c1ccccc1
 : .	-4%	.	-18
> O=c1c2c3c(sc2ncn1/N=C/c1ccc([N+](=O)[O-])o1)CCCC3
 : 20	7%	-10%	30
> CSCc1cc(N2CCOCC2)nc(SCc2ccc(Cl)cc2Cl)n1
 : 8	-12%	6%	31
> COc1ccccc1NS(=O)(=O)c1cc(NC(=O)Cn2cnc3c2c(=O)n(C)c(=O)n3C)ccc1C
 : .	15%	.	-7
> c1cc(-c2nnc3sc(C4CCCCC4)nn23)ccn1
 : 4	-1%	2%	?
> Cn1c(-c2sc3cc(C(F)(F)F)cnc3c2-c2ccccc2)n[nH]c1=S
 : -12	-4%	-16%	35
> CN1CCc2c(sc3c2C(=O)NC(c2ccccc2)N3)C1 (configuration not stated)
 : .	-5%	.	?
> Cn1nnc(C(O)CNCc2cccs2)n1 (configuration not stated)
 : 5	-3%	14%	-15
> O=C(NNC(=O)c1sc2cccc(Cl)c2c1Cl)Nc1ccccc1
 : -6	-4%	?	?
> Cc1ccc(C(=O)O/N=C2\CCCc3ccccc32)cc1
 : -2	-2%	7%	49
> NC(=O)[C@@H]1CCNc2c(I)cc([N+](=O)[O-])cc2C(=O)N[C@@H](CCC(=O)O)C(=O)N[C@@H](CO)C(=O)N1
 : .	-28%	.	35
> CCOc1cc(N2CCOCC2)c(OCC)cc1NC(=O)c1nc2nccc(C)n2n1
 : -1	0%	-2%	41
> Cc1cc(NS(=O)(=O)N(C)C)ccc1C(C)C
 : -4	4%	-3%	21
> COc1cc2nc(C3CCC3)n(NC(=O)C(OC(C)=O)c3ccccc3)c(=O)c2cc1OC (configuration not stated)
 : -1	-9%	0%	12
> Cc1ccc(C(=O)CSc2ccc(-c3ccccc3)nn2)cc1
 : 6	6%	.	40
> Cc1cc(C)cc(Oc2nc(-c3ccccc3)cc(C)c2S(C)(=O)=O)c1
 : -1	-1%	7%	-112*
> CC(Oc1ccccc1)C(=O)NC1C(=O)N2C(C(=O)O)C(C)(C)S[C@@H]12 (some centres not stated)
 : .	-2%	12%	.
> CCOc1ccc(OCc2ccc(C(=O)N3N=C(C(F)F)CC3(O)C(F)F)o2)cc1 (configuration not stated)
 : -1	-2%	-5%	?
> Cc1ccccc1-n1c(C)cc(/C=N/NC(=O)c2ccc(CN3CCOCC3)cc2)c1C
 : -7	1%	16%	26
> CCOc1ccc(N2C(=O)CN=C2Nc2ccccc2F)cc1
 : 4	0%	11%	50
> Cc1ccc(Oc2nnc(-c3cccs3)c3ccccc23)cc1C
 : .	3%	.	?
> COc1ccccc1Nc1ncccc1C(=O)NCc1ccccc1
 : 2	-1%	7%	31
> CCOc1ccc(CN2CCN(CC(O)Cn3c4ccccc4c4ccccc43)CC2)cc1 (configuration not stated)
 : .	-1%	.	20
> Fc1ccc(Oc2ncccn2)c(F)c1
 : .	1%	.	0
> Cc1cc(C)n(-c2nncn2NC(=O)c2ccc(Cl)cc2O)n1
 : 2	-25%	3%	25
> CS(=O)(=O)N1CCC(C(=O)NCCN2CCN(Cc3ccccc3)CC2)CC1
 : 4	6%	4%	-25
> CC(C)CC1(C(=O)NCc2ccccn2)C=CCN1C(=O)c1ccccc1 (configuration not stated)
 : .	-1%&-2%	5%	?
> Cc1ccc(Nc2c3c(nc4ncnn24)CC(C)CC3)cc1 (configuration not stated)
 : -9	-3%	-4%	?
> COc1ccc(CC(=O)Nc2ccc3c(c2)CCC3)cc1S(=O)(=O)N1CCOCC1
 : -6	-5%	5%	31
> O=C(OCc1cccc2ccccc12)c1ccc2c(=O)[nH]c(CN3CCOCC3)nc2c1
 : -8	-1%	3%	-14
> COc1cccc(C2CC(c3cccs3)=NN2C(=O)CSC2=NN3CCCC(=O)N=C3S2)c1OC (configuration not stated)
 : 1	0%	-3%	24
> Nc1nonc1C(=O)OCC(=O)N1CCCCC1
 : 4	0%	-2%	20
> CC1(C)Cc2c(sc3c2C(=O)N(c2ccccc2)C2=NCCN23)CS1
 : 2	5%	-2%	-7
> Cn1nc(C(=O)NC2=NCCS2)ccc1=O
 : -1	1%	-1%	-20
> CCCn1c(C)nc2c(NCCCN(C)C)nc(C)nc21
 : .	-4%	1%	.
> CCOC(=O)CNC(=O)Nc1nnc(-c2ccc(OCC)cc2)o1
 : ?	4%	-2%	-25
> COc1ccccc1-c1nn2c(=O)cc(C)nc2s1
 : -1	-2%	-7%	0
> CCC(=O)Nc1ccc(-c2cc(-c3ccccc3)nc(-c3ccc(NC(=O)CC)cc3)n2)cc1
 : ?	-6%	?	?
> COC(=O)C(C(=O)OC)c1ccccc1[N+](=O)[O-]
 : 4	2%	-6%	16
> CC1(C)CC(=O)c2cnc(NC(=O)c3ccco3)nc2C1
 : -12	0%	-5%	-10
> C/C(=N\Nc1nc(C)cc(-c2ccccc2)n1)c1ccc(C)o1
 : -5	4%	45%[activator]	25

# One compound at a time, as listed above:
# Record of `CCOc1ccc(CN2CCN(CC(O)Cn3c4ccccc4c4ccccc43)CC2)cc1` (configuration not stated) → IMPase inh = .; ALOX12 inhib = -1%; ALOX15B inhib = .; PNC inhibitor = 20
# Record of `Cc1cc(NS(=O)(=O)N(C)C)ccc1C(C)C` → IMPase inh = -4; ALOX12 inhib = 4%; ALOX15B inhib = -3%; PNC inhibitor = 21
# Record of `Cc1ccc(C(=O)CSc2ccc(-c3ccccc3)nn2)cc1` → IMPase inh = 6; ALOX12 inhib = 6%; ALOX15B inhib = .; PNC inhibitor = 40

# Returning to the listing, starting five compounds before the break.
# Results follow in this order: IMPase inh	ALOX12 inhib	ALOX15B inhib	PNC inhibitor
> COc1ccccc1-c1nn2c(=O)cc(C)nc2s1
 : -1	-2%	-7%	0
> CCC(=O)Nc1ccc(-c2cc(-c3ccccc3)nc(-c3ccc(NC(=O)CC)cc3)n2)cc1
 : ?	-6%	?	?
> COC(=O)C(C(=O)OC)c1ccccc1[N+](=O)[O-]
 : 4	2%	-6%	16
> CC1(C)CC(=O)c2cnc(NC(=O)c3ccco3)nc2C1
 : -12	0%	-5%	-10
> C/C(=N\Nc1nc(C)cc(-c2ccccc2)n1)c1ccc(C)o1
 : -5	4%	45%[activator]	25
> CC1(C)Cc2c(sc3ncn4nnnc4c23)CO1
 : 3	3%	-3%	3
> CCC1(C)Cc2ccccc2/C(=C/C(=O)N2CCCCC2)N1 (configuration not stated)
 : 12	-4%	-11%	?
> Clc1ccc(Br)cc1-c1nc(-c2ccncc2)no1
 : -4	-4%	-10%	-18
> CCCCC(=O)Nc1cccc(-c2nc3ncccc3o2)c1
 : 0	-4%	-1%	-24
> CSc1ccccc1NC(=O)CN(C)S(=O)(=O)c1ccc(F)cc1
 : -5	-8%	-8%	20
> Cc1cc(/C=N\O)c(C)n1-c1ccncc1
 : 3	-1%	-7%	-27
> COc1cc(/C=C/C(=O)O)cc(S(=O)(=O)N(C)CCO)c1OC
 : 6	-4%	-5%	9
> CCCN(C#N)c1nc(NCC)nc(NC(C)C)n1
 : 0	-9%	10%	-3
> Fc1ccc(OCCCCCCN2CCCC2)cc1
 : 10	-8%	3%	?
> COc1ccccc1N1CCN(S(=O)(=O)c2cccc(F)c2)CC1
 : 8	-2%	-3%	?
> CC(C)(C)c1ccc(OCC(=O)N2CCN(C=O)CC2)cc1
 : -4[1.84 µM]	-1%	-5%[11.4 µM]	?
> Cn1c2ccccc2c2nnc(SCN3C(=O)c4ccccc4C3=O)nc21
 : 5	-1%	-9%	47
> CCOC(=O)C1=C(C)NC2=C(C(=O)CCC2)C1c1ccc(N(C)C)cc1 (configuration not stated)
 : -13	-4%	-11%	30

# Rewritten with each value named: part of the list above
Cn1c(SCc2nn[nH]n2)nc2c1c(=O)n(Cc1ccccc1Cl)c(=O)n2C
  IMPase inh: 2	ALOX12 inhib: -2%	ALOX15B inhib: -8%	PNC inhibitor: -9

CC(=O)N1CCN(S(=O)(=O)c2ccccc2)C1c1ccccc1 (configuration not stated)
  IMPase inh: 5	ALOX12 inhib: 0%	ALOX15B inhib: -4%	PNC inhibitor: -10

CCOc1ccc(CN2CCN(CC(O)Cn3c4ccccc4c4ccccc43)CC2)cc1 (configuration not stated)
  IMPase inh: .	ALOX12 inhib: -1%	ALOX15B inhib: .	PNC inhibitor: 20
